RGS4 inh = Inhibitors of Regulator of G Protein Signaling (RGS) 4: qHTS | Regulator of G-protein signaling 4 (Homo sapiens), P49798 | Transcreener GDP fluorescence polarization, RGS4-accelerated GTP hydrolysis | Potency, µM (series often up to 114 µM), for inactives: at the highest dose activity change, negative = inhibition, actives largely listed as inhibitors | actives 0.039% (n = 390,000) | AID 504845, 2011; note: % is set by controls: 0 for no effect and ±100 for the full control effect; nearly all actives have a fitted effect of over 75% in size; some results filed as inactive show a strong effect at the top dose
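MLSMR compounds (23 nl, pin-transferred) preincubated 10 min at room temperature with a 500nM (2x) first reagent, then RGS4 at 900nM (2x) plus Transcreener GDP mix added; fluorescence polarization (620/688 nm) read before and after 90 min at 30 °C.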
TrxR1 inh = qHTS Assay for Inhibitors of Mammalian Selenoprotein Thioredoxin Reductase 1 (TrxR1): qHTS | actives 1% (n = 390,000) | Thioredoxin reductase 1, cytoplasmic (Rattus norvegicus), O89049 | Potency, µM (highest dose often 114 µM), inactives show top-dose activity change, negative = inhibition, usual class: inhibitors | recombinant rTrxR1, NADPH fluorescence consumption, selenite substrate; note: % is set by controls: 0 for no effect and ±100 for the full control effect; nearly all actives have a fitted effect of over 65% in size
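Rat TrxR1 (90 nM in the dispensed reagent) was pre-reduced with 400 uM NADPH for 5 min at room temperature, then incubated with compound for 15 min. After 400 uM selenite was added, NADPH fluorescence (Ex 340/Em 450 nm) was followed for 8 min.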
HP1b chromo inh = HTS for Inhibitors of HP1-beta Chromodomain Interactions with Methylated Histone Tails; AID 540317, 2011; AlphaScreen HP1-beta / biotin-H3K9me3 peptide binding; actives 0.56% (n = 390,000); Potency, µM (top dose mostly 114 µM), inactives show top-dose activity change, negative = inhibition, most hits filed as inhibitors; note: nearly all actives have a fitted effect of over 70% in size; inactives centre near 23
Target sequence (P83916 whole entry, looked up): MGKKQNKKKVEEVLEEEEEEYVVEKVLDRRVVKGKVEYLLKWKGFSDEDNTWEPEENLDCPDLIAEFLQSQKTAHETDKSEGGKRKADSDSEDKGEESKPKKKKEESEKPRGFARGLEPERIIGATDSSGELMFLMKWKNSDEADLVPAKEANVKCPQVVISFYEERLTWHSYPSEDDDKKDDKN
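HP1-beta protein (50 nM final) preincubated 30 min at room temperature with biotinylated H3(1-18)K9me3 peptide (50 nM) in PBS pH 7.4, 0.01% Tween-20, then compound added for 30 min. AlphaScreen streptavidin donor/nickel chelate acceptor beads (10 ug/mL final), 30 min dark, luminescence read.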
PGK inhibitor = qHTS Assay to Find Inhibitors of Phosphoglycerate Kinase; Phosphoglycerate kinase, glycosomal (Trypanosoma brucei brucei), P07378; PGK/GAPDH coupled, Kinase-Glo luminescence, 60 min; Potency, µM (doses to about 57.5 µM), without a hit: at the highest dose activity change, negative = inhibition, hits mostly inhibitors; actives 0.043% (n = 380,000); AID 602233, 2012; note: % is set by controls: 0 for no effect and ±100 for the full control effect; nearly all actives have a fitted effect of over 60% in size
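Recombinant glycosomal PGK reaction used 1,3-bisphosphoglycerate generated in-well by GAPDH (100nM final) in 100mM TEA pH 7.6, 5mM MgCl2, 0.01% Tween-20. After 60 minutes at room temperature, ATP was read by Kinase-Glo Plus luminescence end-point.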
ERG Ets-DNA blk = qHTS for Small Molecule Inhibitors of the ERG Ets/DNA interaction. Transcriptional regulator ERG (Homo sapiens), P11308. fluorescence polarization, His-ERG Ets domain / labelled DNA. Potency, µM (titrated, usually from 76.9 µM), inactives show at the top dose FP activity, negative = inhibition, actives largely listed as inhibitors. actives 0.028% (n = 370,000). AID 624246, 2012; active = well fitted inhibition curve with a large enough effect in the polarisation, with a control signal flat; inconclusive = small, poorly fitted or top-dose-only effect, or effect the other way, or a change in a side signal; inactive = no such curve, though single readings can be large or run the other way; the % refers to the polarisation;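 note: polarization taken with two DNA probes labelled with fluorescein and Texas red; % of control where 0% means no effect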
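His-tagged ERG Ets domain (1 uM in the protein solution; 300mM KCl, 50mM Tris-HCl, 1mM EDTA, 1mM DTT, pH 7.5) received compound, then a probe mix of 5 nM fluorescein-DNA and 100nM Texas-615-DNA. Fluorescence polarization was read for both dyes.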
Pin1 inh = qHTS Assay to Find Inhibitors of Pin1. Pin1 FP peptide displacement, HiFluor488, 10 min. Potency, µM (highest dose often 115 µM), for the others: at the highest dose activity, negative = inhibition, most hits filed as inhibitors. actives 0.009% (n = 390,000). AID 504891, 2011; active = well fitted inhibition curve with a large enough effect in the polarisation, with a control signal flat, not every such curve was filed as active; inconclusive = small, poorly fitted or top-dose-only effect, or effect the other way, or a change in a side signal; inactive = no such curve, though single readings can be large or run the other way; the % refers to the polarisation; note: % is set by controls: 0 for no effect and ±100 for the full control effect
Target sequence (Q13526 whole entry, looked up): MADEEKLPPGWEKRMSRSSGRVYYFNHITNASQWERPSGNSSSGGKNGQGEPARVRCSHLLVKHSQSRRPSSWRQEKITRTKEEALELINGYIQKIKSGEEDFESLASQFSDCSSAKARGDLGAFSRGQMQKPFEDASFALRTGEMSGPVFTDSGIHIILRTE
GLS inhibitor = qHTS for Inhibitors of Glutaminase (GLS); actives 0.21% (n = 410,000); GLS enzymatic activity, qHTS titration; Glutaminase kidney isoform, mitochondrial (Homo sapiens), O94925; AID 624170, 2012; Potency, µM (series often up to 45.5 µM), inactives show at the highest dose activity change, negative = inhibition, hits mostly inhibitors; note: % is set by controls: 0 for no effect and ±100 for the full control effect
Target sequence (O94925 whole entry, looked up, canonical isoform): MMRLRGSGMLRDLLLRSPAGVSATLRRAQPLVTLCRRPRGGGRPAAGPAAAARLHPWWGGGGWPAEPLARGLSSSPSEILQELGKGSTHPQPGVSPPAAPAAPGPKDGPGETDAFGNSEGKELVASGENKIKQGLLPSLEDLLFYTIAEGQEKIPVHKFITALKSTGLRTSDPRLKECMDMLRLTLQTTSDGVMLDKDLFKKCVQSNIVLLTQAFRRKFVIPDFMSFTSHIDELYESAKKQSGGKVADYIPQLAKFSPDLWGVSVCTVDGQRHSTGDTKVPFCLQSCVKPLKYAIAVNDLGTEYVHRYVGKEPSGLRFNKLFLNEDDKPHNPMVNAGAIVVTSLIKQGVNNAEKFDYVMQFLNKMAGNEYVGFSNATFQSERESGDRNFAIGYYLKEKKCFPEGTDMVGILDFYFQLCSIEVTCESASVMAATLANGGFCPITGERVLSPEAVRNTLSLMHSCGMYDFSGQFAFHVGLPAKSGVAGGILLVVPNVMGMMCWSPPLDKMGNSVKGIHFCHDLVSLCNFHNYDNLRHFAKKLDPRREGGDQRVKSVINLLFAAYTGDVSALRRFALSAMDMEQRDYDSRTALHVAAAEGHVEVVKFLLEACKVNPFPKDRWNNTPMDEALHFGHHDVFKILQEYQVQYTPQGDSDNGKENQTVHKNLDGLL
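Enzyme dispensed in phosphate buffer (45 mM, pH 8.2, 0.02% Tween-20), compounds pinned in, then 1 mM L-glutamine solution and the glutamate oxidase–HRP–Amplex Red mix added; fluorescence read immediately and again after 30 min at room temperature.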
JMJD2A Tudor = qHTS Assay for Inhibitors of JMJD2A-Tudor Domain; AlphaScreen JMJD2A-Tudor / H3K4me3 peptide binding; AID 504339, 2011; Lysine-specific demethylase 4A (Homo sapiens), O75164; Potency, µM (titrated, usually from 114 µM), for the others: at the highest dose activity change, negative = inhibition, usual class: inhibitors; actives 4.4% (n = 390,000); note: % is set by controls: 0 for no effect and ±100 for the full control effect; nearly all actives have a fitted effect of over 50% in size
12-LOX inh = Primary qHTS assay for inhibitors of human arachidonate 12S-lipoxygenase (ALOX12): Round 2; Polyunsaturated fatty acid lipoxygenase ALOX12 (Homo sapiens), P18054; purified 12hLO, xylenol orange hydroperoxide absorbance; Potency, µM (highest dose often 108 µM), for the others: at the highest dose activity change, negative = inhibition, actives largely listed as inhibitors; actives 1.1% (n = 580,000); AID 1671190, 2021; note: % is set by controls: 0 for no effect and ±100 for the full control effect
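Hydroperoxide product was detected by ferrous iron/xylenol orange as the 573 to 405 nm absorbance ratio. Arachidonic acid at 40 uM (final) was turned over for 30 min at room temperature by 150 nM human 12hLO, pH 7.0 Hepes buffer, after 15 min compound preincubation.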
Active calls of the source: *; i = inactive; ? = inconclusive; · = not tested or not shown; & = joins results of further samples; [ ] = dose if it differs, or a comment. Unless noted, calls come from the whole dose curve; as a rule, active = well fitted curve in the direction sought with a large enough effect; inconclusive = small, poorly fitted or top-dose-only effect, or another doubt; inactive = no such curve, though single readings can be large; an effect the other way counts as inactive or inconclusive. Potency is the fitted concentration of half-maximal effect. These rows are one share of the data (hit frequency here may not be typical).

SMILES	RGS4 inh	TrxR1 inh	HP1b chromo inh	PGK inhibitor	ERG Ets-DNA blk	Pin1 inh	GLS inhibitor	JMJD2A Tudor	12-LOX inh
COc1ccc(S(=O)(=O)NCCc2cn3nc(C)c(C)nc3n2)cc1	8%	16%	38%	-6%	-1%	11%	4%	5%	28%
Cc1ccc(S(=O)(=O)CCN2CCC(n3cccc3)CC2)cc1	18%	4%[57.1 µM]	-12%	12%	14%	-3%	2%	-27%	0%
Cc1cn(Cc2ccccc2)c(=O)[nH]c1=O	-13%	30%	·	-6%[11.5 µM]	·	-5%	0%	-4%	26%
CS(=O)(=O)N(CC(=O)N1CCCC1)c1ccccc1F	-18%	7%	36%	-4%	-1%	-6%	0%	-13%	0%
COc1cccc2c(=O)n(CC(=O)N3CCCc4ccccc43)ccc12	10%	-2%[57.1 µM]	32%	-6%	0%	-4%	0%	-2%	5%
Cc1csc(NC(C)c2nc3cc(Cl)c(N4CCCCC4)cc3n2CCOCCO)n1 (stereo not given)	-18%	-8%	16%	1%	-2%	13%	7%	-19%	-4%
CCOc1ccccc1CN1CCNC(=O)C1CC(=O)NCc1nc(C)cs1 (stereo not given)	-33%	?	48%[activator]	-3%	18%	?	2%	-23%	105%
Cc1ccc2nc(Nc3ccc(Br)cc3)nc(-c3ccccc3)c2c1	3%	-1%	177%[activator]	-12%	-3%	0%	-7%	48%[activator]	?
O=C1c2ccccc2C2=Nc3ccccc3SC(c3ccccc3F)C12 (stereo not given)	20%	-14%	?	0%	8%	22%	3%	14µM*	?
Cn1c(N)c(C(=O)CN2CCc3ccccc3C2)c(=O)n(C)c1=O	16%	-2%	31%	2%	1%	8%	0%	3%	25%
C=CCN(C(=O)c1csnn1)C(C(=O)NC1CCCCC1)c1ccccc1 (stereo not given)	-2%	14%	21%	i	2%	1%	0%	-1%	-10%
CC1CN(C(=O)c2cccc(S(=O)(=O)Nc3ccc(Cl)cc3)c2)CC(C)O1 (stereo not given)	-4%	19%	31%	-3%	-16%	2%	22%	-8%	-11%
COc1cccc(CN(C)C(=O)c2cccc(OCc3ccccc3)c2)c1	-26%	20%[57.1 µM]	141%[activator]	-9%	0%	-7%	-13%	49%[activator]	-4%
CC(C)(C)SCCNC(=O)c1ccc(CN2CCc3ccccc3C2)cc1	-10%	5%[57.1 µM]	-6%	-2%	-4%	3%	-4%	-23%	291%[activator]
CC(C)c1ccc(-c2noc(SCC(=O)N3CCN(c4ccc(F)cc4)CC3)n2)cc1	18%	14%[57.1 µM]	20%	-6%	-1%	-1%	-7%	-15%	-9%
COC(=O)CC1=C(C(=O)OC)C(c2cc(OC)c(OC)cc2OC)C(C#N)=C(N)O1 (stereo not given)	6%	-26%[57.1 µM]	15%	-3%	17%	27%	13%	-20%	5%
CSc1nc(N2CCOCC2)c2c(c1C#N)CC(C)(C)OC2	-6%	-10%	19%	i	-4%	2%	9%	-11%	19%
CN(C)c1nc(Nn2cnnc2)nc(N(C)C)n1	18%	15%	2%	i	0%	-3%	-8%	-9%	-14%
CCCNC(=S)Nc1ccc(CC(=O)OC)cc1	-2%	-17%	8%	-9%	13%	1%	6%	-6%	-16%
Cc1ccc(Cl)cc1NC(=O)COC(=O)C1CC1	4%	17%	66%[activator]	·	-14%	-1%	-1%	4%	6%
Cc1ccc(N=C2C(=O)Nc3ccccc32)cc1	-14%	4%[57.1 µM]	17%	i	-8%	-4%	7%	-14%	0%
CC(C)c1cnc2c(c1SCC(=O)Nc1ccc(C(N)=O)cc1)c(=O)n(C)c(=O)n2C	-25%	14%[57.1 µM]	32%[57 µM]	i	0%	2%	0%	-4%	0%
CC1(c2ccc3c(c2)OCCO3)NC(=O)N(CC(=O)c2ccc[nH]2)C1=O (stereo not given)	-18%	-7%	45%[activator]	-12%	0%	7%	-7%	-24%	26%
COc1ccc(CCNC(=O)CCSc2nc(-c3ccco3)cc(C(F)(F)F)n2)cc1OC	29%	16%[57.1 µM]	26%	2%	-1%	-1%	-2%	-9%	0%
CC(=O)N1c2ccccc2[C@H](C)[C@H]1C	-17%	-8%	41%[activator]	-2%	1%	-6%	0%	-15%	-2%
CC(C)(C)OC(=O)NCCCC[C@H](NC(=O)c1nc[nH]c1C(=O)NCC(=O)OCc1ccccc1)C(=O)OC(C)(C)C	18%	0%	37%	-1%	-8%	-8%	-1%	-26%	1%
O=C(O)c1c(-n2cccc2)sc2c1CCCC2	6%	19%	9%	2%	4%	-7%	40%[activator]	-14%	-29%
CN(C)S(=O)(=O)c1ccc(Cl)c(C(=O)OCC(=O)c2ccco2)c1	-18%	-11%	43%[activator]	-2%	19%	-4%	-10%	1%	-19%
Cc1ccc(CCNC(=O)c2c(C)oc3nc(C)nc(N4CCOCC4)c23)cc1	-9%	19%	78%[activator]	-2%	-8%	0%	-5%	-17%	-10%
Cc1ccc(-n2c(=O)c3ccc(C(=O)NCc4ccccc4Cl)cc3n(CC(=O)Nc3cccc(F)c3)c2=O)cc1	-16%	33%	16%	-7%	0%	32%[activator]	3%	-15%	?

Looked up above:
`Cc1ccc(CCNC(=O)c2c(C)oc3nc(C)nc(N4CCOCC4)c23)cc1` in ERG Ets-DNA blk is listed with -8%
`CSc1nc(N2CCOCC2)c2c(c1C#N)CC(C)(C)OC2` in 12-LOX inh is listed with 19%

The list continues.
SMILES	RGS4 inh	TrxR1 inh	HP1b chromo inh	PGK inhibitor	ERG Ets-DNA blk	Pin1 inh	GLS inhibitor	JMJD2A Tudor	12-LOX inh
CCOC(=O)c1sc(NC(=O)C2=COCCO2)c(C#N)c1C	?	16%	?	-6%	10%	6%	20%	-11%	-30%
CN(C)c1ccc(/C=N/NC(=O)CNC(=O)c2ccco2)cc1	0%	26%[57.1 µM]	28%	-4%	18%	-9%	2%	-24%	-3%
Cc1ccc(S(=O)(=O)c2cn(CC(=O)Nc3cccc(Cl)c3)c3ccccc3c2=O)cc1	43%	-7%	18%	7%	7%	?	2%	-22%	?
O=C(c1cccs1)N(Cc1ccco1)C1CCS(=O)(=O)C1 (stereo not given)	1%	5%	23%	-8%	1%	-7%	4%	-12%	5%
c1ccc(NCc2cccc3ccccc23)nc1	-1%	12%	39%	7%	-2%	?	-4%	-13%	?
O=C(N/N=C/c1ccncc1)c1cccc(S(=O)(=O)N2CCCC2)c1	-26%	-13%	31%	-10%	4%	0%	-7%	-21%	11%
COc1ccc(-c2noc(Cn3c(=O)c4ccccc4n(CC(=O)Nc4cccc(OC)c4)c3=O)n2)cc1	19%	20%	33%	-6%	5%	18%	-4%	1%	-21%
CCC1=C2CC[C@H]3C(=O)N(c4ccccc4)C(=O)[C@H]3[C@H]2[C@@]2(C)C(=NCc3ccccc3)OC(=O)N2C1=O	-9%	0%[57.1 µM]	53%[activator]	-10%	4%	-3%	-12%	-3%	-6%
Cc1ccc(S(=O)(=O)N2CCC(Oc3ccc(-n4cnnn4)cc3)CC2)cc1	0%&-10%	3%&19%	31%&28%	-1%&0%	3%&-3%	-8%	0%&9%	-1%&4%	5%&-30%
C=CCNC(=S)/N=c1/ccccn1Cc1ccccc1	-47%	?	-4%	3%	-6%	-7%	-9%	-23%	45µM*
COc1ccc(N2CCN(C(=O)Nc3ccc(Cl)cc3)CC2)cc1	-23%	11%	23%	i	-3%	-5%	15%	-5%	-28%
CCCCOc1ccc(CNC(=O)c2cccc(NC(=O)N3CCSc4ncccc43)c2)cc1	-5%	26%	-6%	-6%	-1%	4%	-10%	-15%	?
Cc1cccc(NC(=O)CSc2nnc(C3CC3)n2CC2CCCO2)c1 (stereo not given)	-30%	2%[57.1 µM]	38%	-4%	2%	-11%	-9%	5%	-14%
O=C(COC(=O)c1ccccc1O)NNC(=O)c1ccc(Br)cc1	-33%	23%	40%[activator]	-3%	-13%	10%	-1%	-1%	8%
c1ccc(CN2CCc3[nH]c4ccccc4c3C2)cc1	-11%	6%	-10%	12%	·	2%	-2%	?	99%[activator]
CC1SCC(=NOCc2ccccc2)CS1 (stereo not given)	-1%	24%[57.1 µM]	31%	-19%	0%	-5%	-3%	26%	234%[activator]
COc1ccc(-c2[nH]ncc2CN(C)CCCN2CCOCC2)cc1F	-10%	9%[57.1 µM]	23%	i	3%	-10%	1%	-8%	1%
N#Cc1ccccc1NS(=O)(=O)c1cc2c3c(c1)CCN3C(=O)CC2	-10%	5%	29%	-4%	5%	-9%	1%	10%	-27%
CCOc1cc(S(=O)(=O)n2ccnc2)ccc1Br	3%	20%	9%	-6%	-2%	-1%	0%	-8%	-5%
